# TRPC6 activator: activates the mouse TRPC6 cation channel; Q61143; actives 0.13% (n = 310,000); HEK293-TRPC6 membrane potential dye fluorescence; hits give high values; AID 2550; B-score at 10 µM;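 active means B-score of the integrated fluorescence ratio above library mean plus 3 SD, and starting fluorescence ratio within library mean plus 5 SD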;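 further: higher score means more depolarization so channel activation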
# MrgX1 antag: blocks BAM8-22 activation of human MrgX1 receptor. AID 588676. MRGX1-HEK293 calcium flux, Fluo-4, BAM8-22 antagonism; hits give low values. actives 1.3% (n = 310,000). B-score at 10 µM;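 active means calcium-response B-score plate-corrected more than 3 library SD below zero, starting fluorescence within 5 deviations, no agonist response on first addition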;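 further: peak minus trough fluorescence over baseline after final BAM8-22 challenge near maximal dose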
# PolyA inh: inhibitors of polyadenylation in S. cerevisiae | AID 1875 | S. cerevisiae SKY197-pL101 polyadenylation reporter, beta-gal luminescence; efflux-impaired pdr1/pdr3 knockout yeast; score 100 = 6 SD above DMSO | calls only at 12 µM | actives 0.02% (n = 300,000);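 active means lowest replicate activity score at least 50, where 100 means six control SD above control mean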;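 further: yeast exposed to compound for 9 h at 30 °C; higher score means more reporter readthrough which indicates perturbed polyadenylation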
# TRPC4 agonist: opens the mouse TRPC4 cation channel; HEK293 TRPC4beta/mu-opioid, Fluo4 calcium fluorescence; hits give high values; AID 2237; actives 0.49% (n = 310,000); B-score at 10 µM; Q9QUQ5;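 active means B-score above 5 SD of library B-scores, and initial fluorescence ratio not above library mean plus 5 SD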;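 further: positive B-score marks a calcium rise read as TRPC4 activation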
# Target sequence (Q9QUQ5 whole entry, looked up): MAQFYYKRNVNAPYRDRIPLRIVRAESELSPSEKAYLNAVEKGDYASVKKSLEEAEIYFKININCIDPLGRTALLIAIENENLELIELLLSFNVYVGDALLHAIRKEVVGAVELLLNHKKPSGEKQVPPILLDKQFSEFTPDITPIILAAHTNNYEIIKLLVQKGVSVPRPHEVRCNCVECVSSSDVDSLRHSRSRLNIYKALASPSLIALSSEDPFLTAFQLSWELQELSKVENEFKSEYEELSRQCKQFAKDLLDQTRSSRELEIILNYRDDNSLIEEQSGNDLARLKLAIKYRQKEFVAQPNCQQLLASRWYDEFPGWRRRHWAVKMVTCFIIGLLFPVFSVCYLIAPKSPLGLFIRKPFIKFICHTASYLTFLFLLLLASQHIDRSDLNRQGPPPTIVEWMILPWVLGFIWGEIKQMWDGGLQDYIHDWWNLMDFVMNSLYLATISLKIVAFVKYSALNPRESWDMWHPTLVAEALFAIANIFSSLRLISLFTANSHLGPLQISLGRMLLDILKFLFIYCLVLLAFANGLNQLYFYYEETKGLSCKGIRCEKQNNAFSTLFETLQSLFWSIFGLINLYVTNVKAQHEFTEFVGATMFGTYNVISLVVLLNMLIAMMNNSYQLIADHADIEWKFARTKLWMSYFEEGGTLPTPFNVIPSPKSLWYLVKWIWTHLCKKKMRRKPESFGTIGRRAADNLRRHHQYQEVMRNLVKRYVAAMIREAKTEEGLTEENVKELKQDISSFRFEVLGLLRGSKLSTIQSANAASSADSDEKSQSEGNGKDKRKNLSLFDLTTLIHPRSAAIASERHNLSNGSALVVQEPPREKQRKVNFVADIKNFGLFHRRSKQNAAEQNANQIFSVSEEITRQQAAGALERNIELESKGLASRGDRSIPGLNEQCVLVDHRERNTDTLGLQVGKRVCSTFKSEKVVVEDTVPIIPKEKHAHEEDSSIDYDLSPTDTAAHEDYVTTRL
#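 Assay system: HEK293 cells stably co-expressing mouse TRPC4beta and mu-opioid receptor / Timing: Fluo4 dye loading 45 min at room temperature, 110 s recording / Signal: Fluo4 calcium-sensitive dye fluorescence, kinetic, 1 Hz baseline / Read-out: integrated baseline-normalised fluorescence ratio, converted to per-well B score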
# TRPC6 inhibitor: blocks the mouse TRPC6 cation channel; Q61143; HEK293-TRPC6, membrane potential dye, ACh-evoked depolarization; hits give low values; B-score at 10 µM; actives 1.1% (n = 310,000);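 active means B-score under library mean minus 3 SD, initial fluorescence not abnormally high, positive integrated signal ratio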;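 further: B-score derived from integrated fluorescence ratio over the kinetic read; more negative B-score means stronger inhibition of depolarization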
# HIF activator: HIF pathway transcriptional activation. U2OS HRE-luciferase reporter, luminescence; normalized: DMSO 0%, desferrioxamine 100%. activation, % at 7.5 µM (by protocol). actives 0.32% (n = 300,000). AID 1910;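 active means mean activation of at least 10% of the iron chelator positive control signal, with at least half of replicates also reaching 10%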
# MrgX1 allo act: human MrgX1 positive allosteric modulation, primary screen; B-score at 10 µM; MrgX1-HEK293, Fluo-4 calcium flux, FDSS; hits give high values; actives 0.63% (n = 310,000); AID 588675; Q96LB2;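 active means plate-corrected calcium response at least 3 library SD above typical, normal starting fluorescence, not activating the receptor alone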;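 further: compound read alongside a low EC10 to EC30 dose of BAM8-22 agonist; peak minus trough fluorescence over baseline measured at the second addition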
# MrgX1 agonist: human MrgX1 receptor agonism, primary screen. B-score at 10 µM. MrgX1-HEK293 cells, Fluo-4 calcium fluorescence, agonist mode; hits give high values. actives 0.44% (n = 310,000). Q96LB2;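 active means calcium response B-score plate-corrected fluorescence ratio at least 3 library SD, with starting fluorescence B-score inside 5 SD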
#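 Material – MrgX1-expressing HEK293 cells · Input – 15,000 cells seeded per well · Dosing – compound as first of three additions · Times – overnight seeding, then 1 h dark dye loading · Measured by – kinetic Fluo-4 NW fluorescence of intracellular calcium · Read-out – B-scored fluorescence response ratio · Benchmarks – positive and negative control wells on each plate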
# TRPC4 inh: blocks the mouse TRPC4 cation channel; Q9QUQ5; actives 0.39% (n = 300,000); B-score at 10 µM; HEK293 TRPC4beta/mu-opioid, DAMGO-evoked Fluo4 calcium flux; hits give low values;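 active means B-score over 3 SD under the library average, no early fluorescence shift, positive overall ratio signal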
#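 Assay system: Stable TRPC4beta/mu-opioid receptor HEK293 cells | Reagent: DAMGO in two steps, submaximal then maximal | Compound dosing: Single concentration per test compound | Signal: Fluo4 Ca2+ flux fluorescence | Evaluation: Per-well B score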
# TRPC4 potent: allosteric potentiators of mouse TRPC4 channel | HEK293 TRPC4beta/mu-opioid, DAMGO EC20, Fluo-4 Ca2+ flux; hits give high values | B-score at 10 µM | actives 0.42% (n = 310,000);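 active means B-score of calcium response area above 5 SD of library B-scores, with initial fluorescence ratio within 5 SD of library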;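 further: B-score of integrated fluorescence ratio over time as area under calcium response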
# AI-2 QS modul: Vibrio harveyi AI-2 quorum sensing modulation; actives 0.4% (n = 300,000); AID 2094; activity change, % at 7.5 µM; Vibrio harveyi JMH597 AI-2 luminescence/OD600 ratio, 9 h; hits give low values; strain lacks LuxN and CqsS sensors; 0 = neutral-control median; in the data active means activity change below about -75%, passing the limit was not always enough;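 further: luminescence divided by OD600 gain over 9 h not by final OD600 alone; inactives centre near 13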
# * marks the source's active call; other numbers are inactive results; i = inactive; nt = no result given. Only part of the results is shown; count on the stated rates, not on these rows.
# Results follow in this order: TRPC6 activator, MrgX1 antag, PolyA inh, TRPC4 agonist, TRPC6 inhibitor, HIF activator, MrgX1 allo act, MrgX1 agonist, TRPC4 inh, TRPC4 potent, AI-2 QS modul
- COc1ccc(NC2=Nc3cccc4cccc2c34)cc1
 : i, i, i, i, i, 0.2, i, i, i, i, 22.9
- O=C(CSc1nccn1-c1ccc(F)cc1)Nc1ccc2c(c1)OCO2
 : i, i, i, i, i, 0.4, i, i, i, i, 22.8
- CCCSc1nnc2[nH]c(=O)cc(N)n12
 : nt, i, i, nt, nt, 0.1, i, i, nt, nt, 23.3
- CCOC(=O)c1c(-c2ccc(C)o2)csc1NC(=O)CN1CCN(CC)CC1
 : i, i, i, i, i, -0.2, i, i, i, i, -6.2
- COc1ccc(CNC(=O)CCc2c(C)nc3cc(-c4ccccc4OC)nn3c2C)cc1
 : i, i, i, i, i, -1.1, i, i, i, i, 0.1
- O=C(CC1C(=O)NCCN1Cc1ccc(-c2ccccc2)cc1)NCC1CC1 (stereo not drawn)
 : i, i, i, i, i, -0.2, i, i, i, i, 3.0
- CCN(CC)S(=O)(=O)c1ccc(NC2c3ncccc3C(=O)N2Cc2ccccc2)cc1 (stereo not drawn)
 : i, -9.28*, i, i, i, -0.4, i, i, nt, i, 17.0
- O=C(Cn1nnc(-c2ccc(Cl)cc2)n1)NCc1ccco1
 : i, i, i, i, i, -0.3, i, i, i, i, 18.1
- O=S1(=O)CC(NCc2ccccc2)C(Nc2ccc(Cl)cc2)C1 (stereo not drawn)
 : i, i, i, i, i, -0.2, i, i, i, i, 7.2
- Cc1ccc(NS(=O)(=O)c2ccc(C(=O)N3CCOCC3)cc2)cc1
 : i, i, i, i, i, 0.0, i, i, i, i, -3.6
- CC(=O)OCc1cc2cccc(C)c2[nH]c1=O
 : i, i, i, i, i, -0.9, i, i, i, i, 27.3
- C#CCCCCCCC#CCN(C)C
 : i, i, i, i, i, 0.7, i, i, i, i, 30.5
- COc1ccc(-c2cc(-c3nnc(-c4ccncc4)o3)c3ccccc3n2)cc1
 : i, i, i, i, i, -0.3, i, i, i, i, 0.2
- O=C(/C=C/c1ccc([N+](=O)[O-])cc1)NCCN1C(=O)S/C(=C\c2ccc(F)cc2)C1=O
 : i, i, i, i, i, -0.6, i, i, i, i, 20.5
- COc1ccc(C(NC(=O)C2C3C=CC(C3)C2C(=O)O)c2ccccc2)cc1 (stereo not drawn)
 : i, i, i, i, i, -0.6, i, i, i, i, 8.7
- Cc1cccc(OCC(=O)Nc2ccc(CN3CCOCC3)cc2)c1C
 : i, -6.65*, i, i, i, -0.5, i, i, i, i, 20.0
- CCOC(=O)C1CCCN(Cc2ccc(OCc3ccccc3)cc2)C1 (stereo not drawn)
 : i, i, i, i, i, -17.5, i, i, i, i, -64.4
- CCOC(=O)c1ccc(NC(=O)CSc2nnc(CNC(=O)c3ccccc3F)o2)cc1
 : i, i, i, i, i, 0.0, i, i, i, i, 13.9
- CN(C)c1cccc(C(=O)N(Cc2ccccc2)Cc2ccccc2)c1
 : i, i, i, i, i, 0.8, i, i, i, i, 20.1
- Cc1cc(Cl)ccc1OCCCC(=O)OCC(N)=O
 : i, i, i, i, i, -0.8, i, i, i, i, 11.0
- COc1ccc(CC(=O)NC(C)c2nnc(SCC(=O)c3ccc(Br)cc3)n2C)cc1 (stereo not drawn)
 : i, -7.39*, i, i, i, nt, i, i, i, i, 16.7
- CCn1ncc(/C=C/C(=O)Nc2c(C)nn(CC)c2C)c1C
 : i, i, i, i, i, -0.1, i, i, i, i, -5.4
- CCN(CC)C1CCN(c2nc3nonc3nc2NCCOC)C1 (stereo not drawn)
 : i, i, i, i, i, -1.2, i, i, i, i, 4.4
- O=C(NCCOc1ccccc1Cl)c1cc(F)c(F)cc1Cl
 : i, i, i, i, i, 2.2, i, i, i, i, -2.2
- CC1(C)Cc2c(cnn2-c2ccc(F)cc2)C(NC(=O)C(C)(C)O)C1 (stereo not drawn)
 : i, i, i, i, i, -0.4, i, i, i, i, 24.8
- O=C(c1ccccc1)N1CCN(Cc2ccccc2)CC1
 : i, i, i, i, i, 0.0, i, i, i, i, 16.5
- CC(c1ccccc1)C1CC(=O)N(Cc2ccco2)C1=O (stereo not drawn)
 : i, i, i, i, i, -0.4, i, i, i, i, 19.9
- COC(=O)c1cccnc1NC(=S)NNC(=O)c1ccncc1
 : i, i, i, i, i, -0.5, i, i, i, i, 13.7
- CCNc1nc(NCC)n2c(SCC(=O)Nc3ccc(F)cc3)nnc2n1
 : i, i, i, i, i, -0.2, i, i, i, i, 20.4
- O=c1oc2ccccc2n1CSc1nc2ccccc2s1
 : i, i, i, i, i, 3.8, i, i, i, i, -7.2
- Cn1c2ccccc2c2ncn(Cc3ccc(F)cc3)c(=O)c21
 : i, i, i, i, i, -0.2, i, i, i, i, 14.2
- N=C1/C(=C\c2ccc(OC(=O)c3ccccc3)cc2)C(=O)N=C2SC(N3CCOCC3)=NN12
 : i, -7.87*, i, i, i, 0.1, i, i, i, i, 29.6
- COc1ccc(C(C)NC(=O)c2cccc([N+](=O)[O-])c2)cc1OC (stereo not drawn)
 : i, i, i, i, i, -0.5, i, i, i, i, 19.4
- CCOC(=O)Nc1ccc2c(c1)N(C(=O)OC)c1ccccc1CC2
 : i, i, i, i, i, 3.8, i, i, i, i, 8.1
- Cn1c(N)c(C(=O)CSc2ncn[nH]2)c(=O)n(C)c1=O
 : i, i, i, i, i, -0.2, i, i, i, i, 16.3
- C/C(=N\NC(=O)c1cc(-c2ccncc2)nc2ccccc12)c1ccc(N2CCOCC2)cc1
 : i, i, i, i, i, 0.7, i, i, i, i, 5.6
- CCOc1ccc(-n2c(C)cc(/C=N/NC(=O)C(N)=O)c2C)cc1
 : i, i, i, i, i, -0.4, i, i, i, i, 13.9
- CC(c1ccccc1)N1CCn2c(nc3cc(NC(=O)c4cccs4)ccc32)C1 (stereo not drawn)
 : i, i, i, i, i, 0.3, i, i, i, i, 26.1
- Cc1cccn2c(=O)c3cc(C(=O)NCc4ccc(F)cc4)c(=N)n(CC4CCCO4)c3nc12 (stereo not drawn)
 : i, i, i, i, i, -0.4, i, i, i, i, 24.0
- COCC(C)n1c(C)cc(C(=O)COC(=O)c2c(NC(C)=O)sc(C)c2C)c1C (stereo not drawn)
 : i, i, i, i, i, -0.6, i, i, i, i, 9.2
- O=C(NC(Nc1ncc(S(=O)(=O)c2ccc([N+](=O)[O-])cc2)s1)(C(F)(F)F)C(F)(F)F)c1ccc(Cl)cc1
 : i, i, i, i, -8.16*, 1.0, i, i, i, i, 37.2
- Cc1cccc(-c2nc(C#N)c(NCC3CCCO3)o2)c1 (stereo not drawn)
 : i, i, i, i, i, 0.1, i, i, i, i, -12.7
- O=C(CCN1C(=O)C2C3C=CC(C3)C2C1=O)Nc1ccc2c(c1)OCO2 (stereo not drawn)
 : i, i, nt, i, i, nt, i, i, i, i, 18.9
- c1ccc(SCc2nc(-c3ccncc3)no2)cc1
 : i, i, i, i, i, 2.7, i, i, i, i, -10.5
- Fc1cccc(Cl)c1-c1nnc2ccc3ccccc3n12
 : i, i, i, i, i, 1.2, i, i, i, i, 17.5
- O=C(c1cnn2c(C(F)(F)F)cc(-c3ccc(F)cc3)nc12)N1CCc2ccccc2C1
 : i, i, i, i, i, -0.5, i, i, i, i, 34.9
- Cc1nn(-c2ccccc2)c2[nH]c(C(F)(F)F)cc(=O)c12
 : i, i, i, i, i, -0.3, i, i, -7*, i, 7.7
- CCOc1ccc(N(C)C(=O)CCc2nnc3ccc(N4CCCC4)nn23)cc1
 : i, i, i, i, i, 0.0, i, i, i, i, 17.2
- CCS(=O)c1ccccc1C(=O)OC(C)C(=O)Nc1ccc(S(=O)(=O)N2CCCC2)cc1 (stereo not drawn)
 : i, i, i, i, i, -0.1, i, i, i, i, 13.0
- CS(=O)(=O)N1N=C(c2ccc(Br)cc2)CC1c1cccs1 (stereo not drawn)
 : i, i, i, i, i, 2.3, i, i, i, i, 19.8

# Additional structures follow.
# Results follow in this order: TRPC6 activator, MrgX1 antag, PolyA inh, TRPC4 agonist, TRPC6 inhibitor, HIF activator, MrgX1 allo act, MrgX1 agonist, TRPC4 inh, TRPC4 potent, AI-2 QS modul
- Cc1cc(=O)n(-c2ccccc2Cl)[nH]1
 : i, i, i, i, i, -0.5, i, i, i, i, 10.5
- COc1ccc(C(C)NC(=O)C2C(=O)NC3(C)CC2c2ccccc2O3)cc1 (stereo not drawn)
 : i, i, i, i, i, -0.7, i, i, i, i, 2.7
- O=C(Nc1nnc(-c2ccc(F)cc2)s1)Nc1ccccc1F
 : i, i, i, i, i, -0.1, i, i, i, i, 12.4
- N#Cc1cccc(NC(=O)CCNC(=O)c2ccccc2Cl)c1
 : i, i, i, i, i, 2.5, i, i, i, i, -5.3
- COc1cccc(C2NC(=O)NC(C)=C2C(=O)Nc2ccccc2C)c1 (stereo not drawn)
 : i, nt, i, i, i, 0.3, nt, nt, i, i, 20.0
- COc1cc(OC)c2c(-c3ccccc3)cc(=O)oc2c1C(CC(=O)N1CCN(c2ccccc2)CC1)c1ccc(N(C)C)cc1 (stereo not drawn)
 : i, i, i, i, i, -2.0, i, i, i, i, 0.7
- O=C(c1ccc(NS(=O)(=O)c2ccccc2)cc1)N1CCN(Cc2ccc3c(c2)OCO3)CC1
 : i, i, i, i, i, -0.5, i, i, i, i, 9.8
- Cn1cc(C(=O)c2ccc(Cl)cc2Cl)cc1C(=O)N/N=C(\N)COc1ccc(Cl)cc1Cl
 : i, i, i, i, i, -0.2, i, i, i, i, 17.1
- CC(C)c1nnc(NC(=O)c2cccs2)s1
 : i, i, i, i, i, 1.9, i, i, i, i, 15.1
- Cc1noc(C)c1S(=O)(=O)N1CCC(C(=O)NC2CCN(Cc3ccccc3)CC2)CC1
 : i, i, i, i, i, 0.0, i, i, i, i, 41.7
- Cc1nnc(-c2ccc(Oc3ccc(Cl)cc3)c([N+](=O)[O-])c2)o1
 : i, i, i, i, i, -0.4, i, i, i, i, 3.4
- O=[N+]([O-])c1ccc(CN2CCN(c3ccc(F)cc3)CC2)o1
 : i, i, i, i, i, -18.0, i, i, i, i, -14.4
- COCCn1c(SCC(=O)N2CCCCC2)nc2ccccc2c1=O
 : i, i, i, i, i, 0.1, i, i, nt, i, 11.4

# Screening results as filed in PubChem.
